CHRM1 antagonist: antagonists of human M1 muscarinic receptor; CHO-K1 hM1, Fluo-8 calcium fluorescence, ACh EC80 antagonist; P11229; 360,000 tested, 1.3% active; inhibition, % at 3 µM;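 active means percent inhibition above its own plate's cutoff, namely the mean of that plate's compound wells plus 3 SD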;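 further: peak over basal fluorescence ratio during 140 s after agonist addition; 0% = ACh EC80 plus DMSO and 100% = DMSO alone without agonist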
M1 ag: agonists of human M1 muscarinic receptor; P11229; CHO-K1 hM1, Fluo-8 calcium fluorescence, agonist mode; 0% DMSO, 100% acetylcholine EC100; activation, % at 3 µM; 360,000 tested, 0.33% active;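 active means activation above the run's mean compound activation plus 3 SD, cut at about 16% in these data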;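 further: peak over basal fluorescence ratio within a 140 s kinetic read after compound addition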
OXTR potentiate: potentiators of human oxytocin receptor | P30559 | CHO-OTR cells, Fluo-8 calcium fluorescence, potentiator mode; 0% = oxytocin EC15, 100% = EC100 | activation, % at 3 µM | 320,000 tested, 0.061% active | AID 2445;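 active means activation above that plate's cutoff, the mean activation of tested compounds plus 3 SD, cut at about 6.6% in these data, passing the limit was not always enough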;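 further: 100% uses oxytocin at 75 nM as the full agonist control; some results filed as inactive read as strong as hits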
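System: human OTR in CHO cells / Also added: sub-maximal oxytocin, roughly EC15 / Control set: EC15 oxytocin low, 75 nM oxytocin high / Schedule: 6 min compound pre-incubation at room temperature, 100 s kinetic read / Compound: single-point 3.0 µM / Replication: singlicate / Technique: Fluo-8 calcium dye fluorescence / Read-out basis: % activation of max/min ratio relative to oxytocin controls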
TAAR1 ag: human TAAR1 agonism | Q96RJ0 | CHO RD-HGA16 TAAR1, Fluo-8 calcium fluorescence; vehicle wells 0%, saturating PEA agonist 100% | 360,000 tested, 0.99% active | activation, % at 3 µM;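 active means activation above the mean activation of all test compounds in the run plus 3 SD, cut at about 38% in these data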
Target sequence (Q96RJ0 whole entry, looked up): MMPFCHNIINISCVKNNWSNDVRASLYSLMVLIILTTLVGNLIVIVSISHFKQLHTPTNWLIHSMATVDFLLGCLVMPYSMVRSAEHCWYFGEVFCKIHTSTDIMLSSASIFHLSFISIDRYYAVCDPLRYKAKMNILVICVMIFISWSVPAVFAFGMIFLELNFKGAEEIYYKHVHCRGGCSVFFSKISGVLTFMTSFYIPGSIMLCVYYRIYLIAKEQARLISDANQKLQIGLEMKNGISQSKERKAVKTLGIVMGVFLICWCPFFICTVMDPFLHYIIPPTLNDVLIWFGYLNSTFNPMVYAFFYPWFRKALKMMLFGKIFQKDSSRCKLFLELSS
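System: CHO-derived RD-HGA16 cells with stable Gα16 and human TAAR1. Times: 17-24 h plating, Fluo-8 75 min 37 °C, 30 min RT. Measured by: calcium-sensitive Fluo-8 signal, excitation 470-495, emission 515-575 nm. Read-out basis: % activation relative to PEA EC100 response. Control set: DMSO and PEA EC100. Repeats: no replicates (n 1).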
V1R ag counter: counter-screen for oxytocin receptor agonists: human V1a receptor agonists | CHO-V1R cells, Fluo-8 calcium fluorescence, agonist mode; 0% DMSO, 100% 3 nM vasopressin | activation, % at 3 µM | 320,000 tested, 0.25% active | AID 2797;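 active means activation above the mean activation of all tested compounds plus 3 SD, per screening run, cut at about 20% in these data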;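 further: signal is peak over basal fluorescence ratio across a 100 second FLIPR read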
Target sequence (P37288 whole entry, looked up): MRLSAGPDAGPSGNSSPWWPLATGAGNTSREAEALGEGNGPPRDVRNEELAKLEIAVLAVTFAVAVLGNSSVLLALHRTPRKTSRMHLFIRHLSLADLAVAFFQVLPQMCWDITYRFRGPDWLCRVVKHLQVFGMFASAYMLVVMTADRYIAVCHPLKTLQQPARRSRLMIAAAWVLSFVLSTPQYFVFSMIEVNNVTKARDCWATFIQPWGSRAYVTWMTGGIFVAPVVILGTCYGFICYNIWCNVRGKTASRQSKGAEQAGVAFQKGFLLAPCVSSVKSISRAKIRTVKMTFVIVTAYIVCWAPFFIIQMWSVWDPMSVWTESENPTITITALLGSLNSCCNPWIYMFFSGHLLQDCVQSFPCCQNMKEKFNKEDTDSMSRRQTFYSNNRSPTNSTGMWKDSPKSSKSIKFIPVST
TAAR1 antagonist: antagonists of human TAAR1 | Q96RJ0 | CHO RD-HGA16 TAAR1, Fluo-8 calcium fluorescence, antagonist | inhibition, % at 3 µM | 360,000 tested, 1.5% active;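 active means inhibition above a per-plate cutoff, the mean inhibition of test compounds on that plate plus 3 SD, cut at about 49% in these data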;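 further: 0% = DMSO plus EC80 beta-PEA response and 100% = DMSO alone without agonist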
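System: RD-HGA16 CHO cells with stable hTAAR1 and Gα16 | Probe or stimulus: EC80 β-phenethylamine stimulus | Dosing: 3 µM, single point | Times: Dye loading 75 min at 37 °C, then 30 min room temperature | Measured by: Fluo-8 calcium-sensitive fluorescence | Read-out basis: % inhibition of agonist calcium response | Replicates: n of 1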
OXTR ag: human OXTR agonism | CHO-OTR cells, Fluo-8 calcium fluorescence; normalized: DMSO 0%, oxytocin 100% | activation, % at 3 µM | 320,000 tested, 0.32% active;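 active means activation above the mean of all tested compounds plus 3 SD, cutoff set per screening run, cut at about 20% in these data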;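 further: peak over basal fluorescence ratio from a 100 s FLIPR kinetic read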
CHO parental Ca: signal in parental CHO cells, OX1R antagonist counter-screen; inhibition, % at 5.6 µM; parental CHO-K1, ATP-induced calcium, Fluo-8 fluorescence; 330,000 tested, 0.63% active;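 active means inhibition above that plate's mean sample inhibition plus 3 SD, cut at about 26% in these data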;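 further: 0% = ATP-challenged DMSO wells and 100% = DMSO wells without ATP; some compounds past the cut are filed as inactive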
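Assay system: untransfected parental CHO cell line. Also added: ATP agonist challenge. Dosing: one dose, 5.6 µM nominal. Measured by: Fluo-8 fluorescence. Read-out: % inhibition. Benchmarks: ATP wells versus no-ATP DMSO wells. Repeats: no replicates.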
M1 PAM: positive allosteric modulators of human M1 muscarinic receptor; P11229; CHO-K1 hM1, Fluo-8 calcium fluorescence, ACh EC20; 0% = ACh EC20, 100% = maximal ACh; activation, % at 3 µM; 360,000 tested, 0.088% active; AID 588819; in the data active means activation above about 19%, passing the limit was not always enough
Active calls of the source: *; · = not tested or not shown.

The opening 3 compounds, to show the layout:
Below each SMILES – TAAR1 antagonist, OXTR ag, OXTR potentiate, V1R ag counter, TAAR1 ag, M1 PAM, CHRM1 antagonist, CHO parental Ca, M1 ag
CCC(NS(=O)(=O)c1ccc(C)cc1)C(=O)N1CCN(c2ccccn2)CC1 (stereo not given)
 : 6, 1.0, -6, 0.6, 0, -4, 3, -10, -9
CCOc1ccc(-c2ccc(/C=C3/C(=N)N4C=CSC4=NC3=O)o2)c([N+](=O)[O-])c1
 : 5, -0.1, -3, 0.7, 5, 6, -8, -11, -4
CN(C)S(=O)(=O)c1cccc2nsnc12
 : 5, 0.3, -9, 2.0, -1, 2, -4, -5, -1

The whole of this part, from the start:
Below each SMILES – TAAR1 antagonist, OXTR ag, OXTR potentiate, V1R ag counter, TAAR1 ag, M1 PAM, CHRM1 antagonist, CHO parental Ca, M1 ag
CCC(NS(=O)(=O)c1ccc(C)cc1)C(=O)N1CCN(c2ccccn2)CC1 (stereo not given)
 : 6, 1.0, -6, 0.6, 0, -4, 3, -10, -9
CCOc1ccc(-c2ccc(/C=C3/C(=N)N4C=CSC4=NC3=O)o2)c([N+](=O)[O-])c1
 : 5, -0.1, -3, 0.7, 5, 6, -8, -11, -4
CN(C)S(=O)(=O)c1cccc2nsnc12
 : 5, 0.3, -9, 2.0, -1, 2, -4, -5, -1
O=C1Nc2ccc(F)cc2C12Nc1ccccc1-c1nnc(SCc3ccccc3F)nc1O2 (stereo not given)
 : -4, 1.1, -14, 1.0, 10, -14, 20, -12, -7
NC(=O)c1ccsc1NC(=O)COC(=O)c1ccc(Cl)c(N)c1
 : 53*, 4.3, -18, 5.2, 14, 7, 6, -21, 3
COc1cccc(OC)c1NC(=O)C1CCCN1C(=O)NCc1ccccc1 (stereo not given)
 : 3, -0.2, -5, -0.1, 2, 3, -1, -9, -4
COC(=O)[C@@H]1C[C@@]2(O)[C@@H](O)[C@@H](O)[C@@H](O)C[C@H]2N1Cc1ccc(C(F)(F)F)cc1
 : 1, -0.3, -1, -0.1, 3, 6, 1, -4, -2
Cc1c(C(=O)OCC(=O)NC2CC2)oc2ccc(Br)cc12
 : -8, ·, ·, ·, 4, -4, 9, ·, -3
Cc1ccc(-c2nc(CSCC(=O)N3CCCC3)c(C)o2)cc1
 : -9, 0.3, 1, -0.2, 15, 6, -8, -9, -7
COC(C[C@H]1O[C@@H]1[C@@H](O)[C@H](C)OCc1ccccc1)OC
 : 0, ·, ·, ·, 11, 4, -1, ·, -4
CCC(c1nnnn1Cc1ccc(OC)cc1)N1CCN(C(=O)c2ccco2)CC1 (stereo not given)
 : -8, 1.8, 4, 1.2, 1, 12, -20, -13, -5
COc1ccc2c(c1)C(=O)N(c1ccc(C)cc1C)C(=O)C2
 : 1, 0.0, -11, -0.5, 5, 1, -2, 7, -4
O=C(O)c1ccc(-c2nnn(Cc3ccccc3F)n2)cc1
 : -22, 1.9, 7.6*, 1.6, -4, 6, -9, -6, -3
COc1cccc(NC(=O)C2C3C=CC4(O3)C2C(=O)N(CCN2CCCCC2)C4C(=O)NC2CCCCC2C)c1 (stereo not given)
 : -7, 0.4, -7, 0.6, 0, 15, -10, -2, -4
CN1C(=O)c2ccc(C(=O)Nc3ccc(Br)cn3)cc2C1=O
 : 0, 1.4, 2, 0.2, 1, -2, 11, 3, -3
O=C(O)Cc1ccc(NC(=O)Nc2ccc(Br)cc2)cc1
 : 20, 0.4, -6, 0.8, 14, 8, -4, 10, -2
COc1ccc(C(=O)N2CCC(n3nccc3NC(=O)C3CC3)CC2)cc1F
 : -13, 0.3, -9, -0.1, 1, 2, 2, -15, -2
COc1ccc(C2C(C#N)=C(C)NC3=C2C(=O)CC(C)(C)C3)cc1 (stereo not given)
 : -7, -1.0, 0, -0.2, 13, -1, 2, -16, -2
COc1ccccc1CNC(=O)CC(C)C
 : -24, -0.7, -8, 0.5, 1, 5, -6, -8, -2
CCCCc1ccc(NC(=O)CSc2nc(=O)n(CCN(C)C)c3c2CCC3)cc1
 : -19, -1.3, -2, -0.1, 1, 0, -4, -29, -7
Cc1cccc(NC(=O)c2cccnc2Oc2ccccc2)c1C(=O)O
 : -11, -0.1, -9, -0.4, 2, 16, -23, 1, 1
COC(=O)c1sccc1NC(=O)c1ccc(C)s1
 : 6, -1.5, -9, 2.8, 18, 7, -14, -31, -3
CC(C)CN(CCCNC(=O)CN1N=C(c2ccc(Cl)cc2)CCC1=O)CC(C)C
 : -22, 0.5, -6, 0.7, 4, 8, -20, -12, -4
CC(=O)c1ccccc1NC(=O)COC(=O)/C(=C/c1ccccc1)n1nnnc1C
 : -31, -0.2, -8, -0.5, 1, -1, 8, 2, -1
Oc1ccc(Br)cc1/C=N/NC(=S)NCCc1ccccc1
 : 21, -0.7, -8, 0.9, 58*, -5, 1, 34*, -7
Cc1cc(/C=C(\C#N)C(=O)NC2CC2)c(C)[nH]1
 : -4, -0.4, -2, 0.3, 1, -3, -4, -1, -2
Fc1ccc(Oc2cc(N3CCOCC3)nc(-c3ccccc3)n2)c(F)c1
 : -11, -0.7, -7, 0.0, 17, -8, 4, -13, -5
Cc1ccc(C(=O)OCC(=O)c2c[nH]c3ccccc23)cc1S(=O)(=O)N1CCCCC1
 : 6, 0.7, -10, 2.7, 6, -3, 6, 0, -6
COCCCNC(=O)C[C@H]1C[C@H](C(=O)N2CCCCC2)[C@@]2(CCc3ccccc3)c3[nH]c4cc(-c5ccco5)ccc4c3CCN2C1=O
 : -13, ·, ·, ·, 1, 10, -14, -22, -3
CCN(Cc1ccc(Br)s1)C(=O)CSc1nnc(C2CC2)n1C1CC1
 : -22, ·, ·, ·, 8, 13, -21, ·, -1
CCOC(=O)C1CCCN(c2c(N3CCN(C)CC3)c(=O)c2=O)C1 (stereo not given)
 : 9, -0.1, -7, -0.4, 0, -1, 0, -1, 4
Cn1c(=O)c2c(ncn2CCNC2=NCCCCC2)n(C)c1=O
 : -5, 1.5, -2, 1.0, 1, -1, 9, 1, -4
O=C1CCN1C1(C(=O)NC2CCCCC2)CCCC1
 : -2, -0.7, -2, -0.2, 3, -2, -3, 6, -7
Nc1cccc2c1C(=O)N(C(=O)c1ccco1)C2=O
 : 2, -0.3, -6, 0.0, 1, 4, -12, -3, -4
CC1CCN(c2ccc3nnc(CCC(=O)NCC(C)c4ccccc4)n3n2)CC1 (stereo not given)
 : -18, -2.7, -17, -1.6, 1, 9, -12, -28, -7
CCN(CC)C(=O)Cn1cc(C(=O)C(=O)NCc2ccccn2)c2ccccc21
 : -12, -0.2, -8, 0.4, 1, 3, 0, 1, -3
O=C(Nc1ccc2c(c1)oc1ccccc12)c1ccncc1
 : 3, 6.0, -5, 2.1, 4, 6, 1, 25, -5
Cc1nc(N)c(C#N)c(-c2cccnc2)c1-c1ccccc1
 : -5, 0.2, 0, -0.7, -1, 0, -7, -11, -4
COc1ccc(OC)c(CCNC(=O)C2CCN(c3nnc(-n4cccc4)s3)CC2)c1
 : -13, -1.8, -2, -0.6, -2, -11, 6, -18, -11
O=S(=O)(NCCc1cn2ccccc2n1)c1ccc2c(c1)CCCC2
 : -20, 2.9, -4, 2.5, -1, 0, -2, -12, -7
Cc1ccccc1NS(=O)(=O)c1ccc(C(=O)N2CC(C)OC(C)C2)cc1 (stereo not given)
 : -3, 1.2, -16, 0.6, 5, 16, -6, -10, 4
Cc1ccc(S(=O)(=O)Cn2nnnc2C(c2ccccc2)N2CCN(c3ncccn3)CC2)cc1 (stereo not given)
 : 12, -1.6, -8, -0.3, 13, -6, 21, -12, -3
CN(C)c1ccc(C(=O)Nc2nnc(-c3ccc(Cl)cc3)o2)cc1
 : -19, -1.2, -4, -0.3, 0, 7, 1, -4, -3
Nc1c(S(=O)(=O)c2cccs2)c2nc3ccccc3nc2n1Cc1ccccc1
 : -12, 3.8, -7, 1.1, 8, 4, -6, -10, -1
COc1ccccc1-c1cnc(C(O)c2cc(Cl)cc(Cl)c2)[nH]1 (stereo not given)
 : 13, ·, ·, ·, 15, -18, 25, ·, -1
O=C(Nc1cccc(C(=O)O)c1)/C(=C\c1ccc(F)cc1)NC(=O)c1ccco1
 : -17, 0.0, -7, 0.3, 1, 11, -10, 5, -3
CN(CCc1cn[nH]c1)Cc1nc(Cc2ccccc2F)no1
 : 18, 0.4, -12, 0.7, 4, 10, -7, 1, -5
O=C(CSc1ncccn1)n1c2c(c3ccccc31)CCCC2
 : -8, 0.6, -2, 0.5, -1, 0, -5, -25, -6
CCc1cc(C(=O)c2ccc(OC)cc2)c(NC(=O)CN2CCN(C)CC2)s1
 : -39, 18, -9, 3.9, 9, 3, -4, -14, -3
CC(Oc1ccccc1)C(=O)N1CCN=C1SCc1ccccc1 (stereo not given)
 : -2, 2.7, -11, 7.3, 10, 0, 4, -10, -3
CCn1ncc(Cl)c1C(=O)NC(C)c1ccccc1 (stereo not given)
 : 2, -1.0, 8, -1.6, 8, 11, -12, -2, -7
COc1cccc(CN(C)C[C@H]2OCc3cnnn3CCCC(=O)N([C@@H](C)CO)C[C@@H]2C)c1
 : -8, ·, ·, ·, 0, 5, -17, ·, -6
Cc1cccc(NC(=O)c2cccnc2)c1C
 : 1, -0.1, -9, -0.3, 1, 3, -1, -9, -4
COc1cccc(CNC(=O)c2cccnc2Sc2ccc(C)cc2C)c1
 : -21, -1.0, -10, 1.4, 13, 7, -11, -20, -3
CS(=O)(=O)c1ccccc1-c1nnc(NC(=O)c2ccc3ncsc3c2)o1
 : -3, 0.5, 10, -0.2, 1, 3, -1, -35, -1
